SNCA expr inh – reduces expression of the alpha-synuclein gene; AID 1671194; HEK-293 SNCA-luciferase knock-in, luminescence, 24 h; 0.17% of 140,000 active; Potency, µM (top dose mostly 57.2 µM), inactives show at the highest dose activity change, negative = inhibition, actives largely listed as inhibitors;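 note: potency is the fitted concentration of half-maximal effect; plate controls were DMSO cells for no effect and cell-free wells for full effect; nearly all actives have a fitted effect of over 45% in size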
Luciferase inh – inhibitors of firefly (Photinus pyralis) luciferase; P08659; purified P. pyralis luciferase, luminescence, biochemical; Potency, µM (top dose mostly 115 µM), inactives show at the top dose activity change, negative = inhibition, hits mostly inhibitors; 2.5% of 76,000 active; note: potency is the fitted concentration of half-maximal effect; nearly all actives have a fitted effect of over 65% in size
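Purified P. pyralis luciferase (10nM final) in 50mM Tris acetate pH 7.5, 10mM Mg acetate, 0.01% Tween-20, 0.05% BSA with 10uM D-luciferin and 10uM ATP. Compounds titrated qHTS. Luminescence imaged on CCD.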
HEK293 tox – cytotoxic compounds in HEK 293 cells | AID 1345083 | 6.6% of 94,000 active | Potency, µM (series often up to 115 µM), for the others: top-dose activity change, negative = cytotoxicity, actives largely listed as inhibitors | HEK 293 viability, ATP luminescence (CellTiter-Glo), 48-72 h; note: potency is the fitted concentration of half-maximal effect; nearly all actives have a fitted effect of over 60% in size
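Viability of HEK 293 cells, plated at 250 cells/well, was judged by cellular ATP after compound treatment for 48 or 72 hr. Luminescence was imaged 10 min after CellTiter-Glo addition at room temperature.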
NIH3T3 tox – kills NIH 3T3 cells | NIH 3T3 viability, CellTiter-Glo ATP luminescence, 48-72 h | Potency, µM (highest dose often 96.7 µM), without a hit: top-dose activity change, negative = cytotoxicity, most hits filed as inhibitors | 4.3% of 94,000 active | AID 1345082; note: potency is the fitted concentration of half-maximal effect; nearly all actives have a fitted effect of over 55% in size
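First NIH 3T3 cells are plated at 400 cells/well; next compound is pinned in; then plates incubate 48 or 72 hr at 37 °C; finally CellTiter-Glo is added and luminescence read after 10 min.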
HEK293 viab – reduces viability of HEK-293 SNCA reporter cells. HEK-293-SNCA-luc viability, GF-AFC fluorescence, 24 h. Potency, µM (top dose mostly 57.1 µM), for the others: at the top dose activity change, negative = cytotoxicity, most hits filed as cytotoxic. 0.12% of 150,000 active;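 note: potency is the fitted concentration of half-maximal effect; 0% = DMSO-treated cells and -100% = medium-only wells without cells; nearly all actives have a fitted effect of over 30% in size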
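HEK-293-SNCA-luc cells (1500/well) plated 24 h, then exposed 24 h to a dilution series; GF-AFC added 30 min at 37C, fluorescence 405/540 nm; normalised to medium-only and DMSO wells, Hill fit.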
GPT2 inh – blocks human glutamate pyruvate transaminase 2 | Q8TD30 | Recombinant GPT2, coupled pyruvate oxidase/HRP Amplex Red fluorescence | Potency, µM (highest dose often 57.7 µM), inactives show top-dose activity change, negative = inhibition, most hits filed as inhibitors | 0.25% of 100,000 active; note: potency is the fitted concentration of half-maximal effect; nearly all actives have a fitted effect of over 60% in size; many of its hits are not listed in these tables
Target sequence (Q8TD30 whole entry, looked up): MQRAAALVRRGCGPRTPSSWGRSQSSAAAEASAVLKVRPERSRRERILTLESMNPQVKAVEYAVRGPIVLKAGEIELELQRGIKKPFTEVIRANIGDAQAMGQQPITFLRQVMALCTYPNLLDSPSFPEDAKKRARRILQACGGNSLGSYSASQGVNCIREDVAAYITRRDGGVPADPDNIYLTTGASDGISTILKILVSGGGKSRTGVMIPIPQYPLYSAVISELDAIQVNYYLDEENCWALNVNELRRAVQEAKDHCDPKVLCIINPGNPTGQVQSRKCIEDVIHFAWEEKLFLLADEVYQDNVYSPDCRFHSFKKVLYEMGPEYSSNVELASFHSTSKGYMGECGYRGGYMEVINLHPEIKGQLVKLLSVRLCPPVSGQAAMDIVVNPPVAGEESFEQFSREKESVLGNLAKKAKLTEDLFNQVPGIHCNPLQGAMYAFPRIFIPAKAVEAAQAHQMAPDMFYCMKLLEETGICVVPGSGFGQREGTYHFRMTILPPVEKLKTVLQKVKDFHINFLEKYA
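Fluorescence of coupled pyruvate oxidase/HRP/Amplex Red system (50uM Amplex, 30 min, dark) reports pyruvate formed by GPT2. Enzyme reaction: 10ng/uL GPT2, 2mM L-alanine, 250uM a-KG, 30 min room temperature, pH 7.5; 50uM AOA control.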
IP6K1 inh – IP6K1 kinase inhibition. Q92551. IP6K1 kinase, ADP-Glo luminescence, 2 h; hits give low values. activity change, % (series mostly up to about 58 µM). 0.81% of 140,000 active. AID 1645851; in the data active = activity change below about -25%
Target sequence (Q92551 whole entry, looked up): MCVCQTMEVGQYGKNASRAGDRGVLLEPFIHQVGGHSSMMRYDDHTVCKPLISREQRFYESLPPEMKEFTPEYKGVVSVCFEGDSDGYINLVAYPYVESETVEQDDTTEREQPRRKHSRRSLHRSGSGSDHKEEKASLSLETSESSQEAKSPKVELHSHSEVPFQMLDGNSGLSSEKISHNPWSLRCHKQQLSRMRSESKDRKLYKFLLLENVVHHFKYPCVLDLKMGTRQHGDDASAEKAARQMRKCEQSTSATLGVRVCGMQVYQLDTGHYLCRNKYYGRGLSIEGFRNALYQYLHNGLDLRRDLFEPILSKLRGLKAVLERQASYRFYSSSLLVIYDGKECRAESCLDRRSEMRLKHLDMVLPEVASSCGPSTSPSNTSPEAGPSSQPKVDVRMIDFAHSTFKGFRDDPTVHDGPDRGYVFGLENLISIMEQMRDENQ
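ADP-Glo luminescence measures ADP made by human IP6K1 during a 2 h RT reaction with ATP/IP6 (mix at 1.3 mM/130 uM); top library doses 57.5 and 19.1 uM final.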
* hit, by the source's call; i = inactive; ? = inconclusive; / = not tested or not shown; & = joins results of further samples; [ ] = another dose, or the depositor's remark. Unless noted, calls come from the whole dose curve; as a rule, active = well fitted curve in the direction sought with a large enough effect; inconclusive = small, poorly fitted or top-dose-only effect, or another doubt; inactive = no such curve, though single readings can be large; an effect the other way counts as inactive or inconclusive. Unless noted, % is set by controls: 0 for no effect and ±100 for the full control effect. A portion of the library, so the mix of outcomes need not match the whole.

[1] CC(C)c1noc(-c2cn(C3CCN(C(=O)c4ccc(F)cc4)C3)nn2)n1 (stereo not given)
[2] O=C(Nc1ccccc1)c1ccc(Nc2nnc(-c3ccc(O)cc3)c3ccccc23)cc1
[3] O=C1NCC(=O)N2CCN(C3CCN(Cc4ccco4)CC3)CC12 (stereo not given)
[4] COCc1ncc(C)n1CCNC(=O)c1c(C)noc1C
[5] Clc1ccc(N2CCN(Cc3nnc(-c4ccc5c(c4)OCO5)o3)CC2)cc1
[6] Cc1cc(C[C@@H]2COC[C@@H]2NC(=O)CCn2cnc3ccccc32)on1
[7] Cc1ccc(C)c(Cn2c3ccccc3c3cnn(CC(=O)NC4CCCCCC4)c(=O)c32)c1
[8] COc1cc(Cl)c(C)cc1NC(=O)c1c(C)oc2nc(C)nc(N3CCCC3)c12
assay / entry	1	2	3	4	5	6	7	8
SNCA expr inh	-26.9%	/	0.8%	-22.3%	17.1%	12.8%	-13.8%	18.3%
Luciferase inh	3.0%	/	12.3%	-2.5%	/	2.6%	/	/
HEK293 tox	?	/	-10.6%	-3.0%	/	-2.6%	/	/
NIH3T3 tox	-26.5%	/	-9.5%	1.7%	/	-0.1%	/	/
HEK293 viab	-0.2%	-21.0%	6.7%	0.2%	-4.4%	6.4%	-1.1%	10.2%
GPT2 inh	i	i	i	-6.3%	/	i	/	/
IP6K1 inh	1.3	7.6	9.2	-0.2	16.4	-14.4	34.0	15.6

Molecules above containing a furan ring, fused or not, in the order listed:
[3] O=C1NCC(=O)N2CCN(C3CCN(Cc4ccco4)CC3)CC12 (stereo not given)
[8] COc1cc(Cl)c(C)cc1NC(=O)c1c(C)oc2nc(C)nc(N3CCCC3)c12
assay / entry	3	8
SNCA expr inh	0.8%	18.3%
Luciferase inh	12.3%	/
HEK293 tox	-10.6%	/
NIH3T3 tox	-9.5%	/
HEK293 viab	6.7%	10.2%
GPT2 inh	i	/
IP6K1 inh	9.2	15.6

Continuation:
[9] COc1ncccc1-c1cc(C(=O)NCC2CCOCC2)c2c(c1)ncn2C
[10] CC1(C)[C@H](Cc2cc(CN3CCN(c4ccccc4)CC3)on2)C[C@@H]1NCC1CC1
[11] O=C(C1CCC1)N1CCCC(Nc2ccc(F)cc2)C1 (stereo not given)
[12] CC(=O)N1CCCn2nc(C)c(-c3ccccc3OCc3ccccc3)c21
[13] Cn1nccc1-c1cnc2n[nH]c(-c3ccc4c(c3)OCO4)c2n1
[14] O=C(NC[C@H]1O[C@@H]2C[C@@H](CC(=O)N3CCOCC3)O[C@@H]2[C@@H]1O)Nc1cccs1
[15] O=C(Cn1ccc2cc(S(=O)(=O)N3CCCCC3)ccc21)NCc1cccc(Cl)c1
[16] CCOc1ccc(C(=O)c2cn(CC(=O)Nc3ccc(F)c(F)c3)c3cc4c(cc3c2=O)OCCO4)cc1
assay / entry	9	10	11	12	13	14	15	16
SNCA expr inh	8.2%[87.6 µM]	6.0%[87.6 µM]	-2.1%	-20.2%[87.6 µM]	?	3.1%[87.6 µM]	-25.0%	?
Luciferase inh	1.9%[172 µM]	1.2%[172 µM]	0.0%	-7.6%[172 µM]	-0.5%[172 µM]	-4.4%[172 µM]	/	/
HEK293 tox	-16.5%[172 µM]	89.1µM*	-2.0%	?	?	-0.2%[172 µM]	/	/
NIH3T3 tox	?	?	-14.8%	?	?	-1.5%[174 µM]	/	/
HEK293 viab	15.6%[87.6 µM]	-20.2%[87.6 µM]	5.2%	6.1%[87.6 µM]	?	2.0%[87.6 µM]	-6.3%	-13.4%
GPT2 inh	?	1.1%[88.5 µM]	i	-3.6%[88.5 µM]	-7.5%[88.5 µM]	i	/	/
IP6K1 inh	21.3	1.5	9.9	8.6	-15.1	-3.8	-8.8	20.3

[17] Cc1cc(Cl)ccc1-c1cccc(C=O)c1
[18] Cc1nn2c(c1-c1ccccc1OCc1ccccc1)N(C(=O)COc1ccccc1)CCC2
[19] Cc1ccccc1NC(=O)c1ccc2c(c1)N(C)C1CCCN1C2=O (stereo not given)
[20] CCC(C)NC(=O)C(NC(=O)c1ccc2c(c1)OCO2)C1CCN(C(=O)c2ccccc2F)CC1 (stereo not given)
[21] N#Cc1ccc(CN2C3CCC2CN(C(=O)c2ccncc2)C3)cc1
[22] O=C1CCC(C(=O)N2CCCn3nc(C(=O)Nc4ccccc4)cc3C2)=NN1
[23] O=C(c1ccccc1F)N1CCCC(C(=O)N2CCCC(c3nc4ccncc4[nH]3)C2)C1 (stereo not given)
[24] Cc1nn(C)c(C)c1S(=O)(=O)N1CCC2(CC1)CC(Cc1cccc(F)c1)CCO2 (stereo not given)
assay / entry	17	18	19	20	21	22	23	24
SNCA expr inh	30.8%[activator][87.6 µM]	-16.2%	23.5%	-10.4%	-17.4%[87.6 µM]	?	-14.7%	-4.2%
Luciferase inh	/	0.4%	-20.8%	-6.1%	-0.1%[172 µM]	-10.7%	/	4.9%
HEK293 tox	2.6%[172 µM]	39.8µM*	-26.0%	-18.8%	?	-24.5%	-21.5%	?
NIH3T3 tox	-8.2%[138 µM]	11.2µM*	-15.7%	-15.7%	?	?	-35.7%	?
HEK293 viab	4.2%[87.6 µM]	-4.8%	26.6%[12.5 µM]	-11.7%	-3.4%[87.6 µM]	-16.5%	-13.1%	-4.3%
GPT2 inh	-7.6%[88.5 µM]	0.2%	i	-18.7%	3.6%[88.5 µM]	-37.0%	i	-1.0%
IP6K1 inh	-18.7	12.5	36.8	34.0	-5.1&5.6	0.5	-11.1	24.3

[25] C[C@@H]1CN(C(=O)c2ccc3c(c2)NC(C)(COc2ccc4[nH]ccc4c2)CO3)C[C@H](C)O1 (stereo not given in full)
[26] O=C(Nc1ccc2nc(SCc3ccccc3)sc2c1)c1ccccc1F
[27] COc1ccc(C(=O)NC2CCc3n[nH]c(=O)n3CC2)c(OC)n1 (stereo not given)
[28] Cc1cccc(C(=O)Nc2ccc3ncnc(N4CCCCC4)c3c2)c1
[29] COCc1nc(-c2ccc(OC3CCN(S(=O)(=O)c4ccccc4C)C3)cc2)no1 (stereo not given)
[30] CCC1(N2CCN(C(=O)c3ccc(N(C)C)cc3)CC2)CCN(S(C)(=O)=O)C1 (stereo not given)
[31] CCn1cc(S(=O)(=O)N2CCC(F)(c3nc(-c4ccncc4)no3)CC2)cn1
[32] CC(C)CCN1CCC(N2CCN(C(=O)CC3CCCCC3)CC2)C1=O (stereo not given)
assay / entry	25	26	27	28	29	30	31	32
SNCA expr inh	-11.6%[87.6 µM]	37.6%[activator]	4.0%	-37.3%	-21.0%	15.4%	-4.3%	-12.9%
Luciferase inh	-9.9%[172 µM]	/	4.2%	0.0%	0.7%	-21.9%	/	-10.0%
HEK293 tox	?	/	-0.4%	?	?	-4.0%	44.7µM*	?
NIH3T3 tox	?	/	-2.7%	?	?	-1.4%	?	-28.7%
HEK293 viab	4.5%[87.6 µM]	15.8%	?	?	-0.1%	3.6%	-1.2%	7.5%
GPT2 inh	-2.7%[88.5 µM]	/	0.3%	-39.2%	i	-3.2%	-4.2%	1.4%
IP6K1 inh	-10.5	-2.1	-4.3	-3.7	4.6	-4.2	25.9	15.1

A draw from above in order of SMILES length, high to low:
[29] COCc1nc(-c2ccc(OC3CCN(S(=O)(=O)c4ccccc4C)C3)cc2)no1 (stereo not given)
[27] COc1ccc(C(=O)NC2CCc3n[nH]c(=O)n3CC2)c(OC)n1 (stereo not given)
[28] Cc1cccc(C(=O)Nc2ccc3ncnc(N4CCCCC4)c3c2)c1
assay / entry	29	27	28
SNCA expr inh	-21.0%	4.0%	-37.3%
Luciferase inh	0.7%	4.2%	0.0%
HEK293 tox	?	-0.4%	?
NIH3T3 tox	?	-2.7%	?
HEK293 viab	-0.1%	?	?
GPT2 inh	i	0.3%	-39.2%
IP6K1 inh	4.6	-4.3	-3.7

The results go on:
[33] COc1ccc(C2(N(C)C(=O)c3ccc(NC(=O)c4ccco4)cc3)CCOCC2)cc1
[34] Cc1ccc(-c2cn[nH]c2C2CCCN(C(=O)CCCn3cnnn3)C2)cc1 (stereo not given)
[35] Cc1ccc(C(=O)N2C[C@@H](COc3ccccc3)[C@H](C(N)=O)C2)nc1
[36] COc1ccc2[nH]c(C[C@@H]3C[C@@H](C(C)C)[C@H](CNC(C)=O)C=C3C)nc2n1
[37] CCNC(=O)CN1CCCC(CNC(=O)c2cccc(C(F)(F)F)c2)C1 (stereo not given)
[38] CCCN(C)C(=O)c1c(-c2ccc(F)cc2)noc1[C@H](C)O
[39] O=C(NCCc1ccncc1)C1CN(C(=O)c2ccc(Cl)s2)CC12CCOCC2 (stereo not given)
[40] CC(C)c1ccc([S+](=O)([O-])N2CC(CNC(=O)c3cnn(C)c3)C3(CN(c4ccccc4)C3)C2)cc1 (stereo not given)
assay / entry	33	34	35	36	37	38	39	40
SNCA expr inh	/	-14.1%	6.5%	-27.5%[87.6 µM]	-6.2%	4.5%[87.6 µM]	13.8%	-16.2%
Luciferase inh	/	2.8%	-1.4%	-2.1%[172 µM]	-1.0%	-3.7%[172 µM]	3.5%	13.7%
HEK293 tox	/	-19.0%	0.5%	70.8µM*	i	-13.6%[172 µM]	i	?
NIH3T3 tox	/	?	-4.2%	?	4.8%	-7.8%[174 µM]	i	?
HEK293 viab	-6.3%	-1.0%	2.4%	-29.8%[87.6 µM]	5.1%	-3.5%[87.6 µM]	-5.3%	-14.0%
GPT2 inh	-8.4%	0.1%	3.5%	-0.5%[88.5 µM]	-3.4%[11.5 µM]	-16.5%[88.5 µM]	-10.9%	-18.1%
IP6K1 inh	5.6	-12.3	8.0	5.8	-12.5	-4.0	-4.8	28.2

Results in sequence from the entries so far:
SNCA expr inh, nos. 2–5 → /, 0.8%, -22.3%, 17.1%

Carrying on.
[41] CCC1CCCCN1S(=O)(=O)c1ccc(N2CCCCS2(=O)=O)cc1 (stereo not given)
[42] O=C(C1CCCC1)N1CCCC2(CNc3ncccc3[S+](=O)([O-])N2)C1 (stereo not given)
[43] Cc1ccc(NC(=O)Cn2ccn3nc(-c4ccc(F)cc4)c(CO)c3c2=O)cc1F
[44] Cc1ccc(CSC2=Nc3ccccc3C3=NC(CCC(=O)N4CCN(c5ccccc5)CC4)C(=O)N23)cc1 (stereo not given)
[45] Cc1cnc(CCNC(=O)c2ccc(C#N)cc2)n1C1CCCC1
assay / entry	41	42	43	44	45
SNCA expr inh	4.4%	/	13.4%	79.5%[activator]	9.9%
Luciferase inh	/	/	10.2%	/	4.8%
HEK293 tox	/	-6.4%	-4.4%	/	0.0%
NIH3T3 tox	/	i	i	/	-16.2%
HEK293 viab	-10.4%	/	-8.0%	-10.4%	0.3%
GPT2 inh	/	/	i	/	3.8%
IP6K1 inh	0.2	9.4	-1.6	23.6	-6.9
